Screens deposited in PubChem by several laboratories.
AHR activator = AHR activators, primary screen, cell-based, luminescence, luciferase reporter, human. Aryl hydrocarbon receptor (Homo sapiens), P35869. AHR-responsive luciferase reporter cells. activation, % at 5 µM. 320,000 compounds, 2.5% hits. AID 2796, 2010; in the data active means activation above about 47%;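 further: 0% = vehicle wells and 100% = reference agonist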
EBNA-1 inhibitor = EBNA-1 DNA-binding inhibitors, primary screen, biochemical, fluorescence polarization; AID 1950, 2009; 300,000 compounds, 0.34% hits; inhibition, % at 14.8 µM; in the data active means inhibition above about 28%
MEP2-GFP yeast = modulators of MEP2-GFP levels in yeast, primary screen, S. cerevisiae, multiplex flow cytometry, MLPCN library. S. cerevisiae MEP2-GFP strain, 3 h; 100% = DMSO control level. GFP response vs DMSO, % at 10 µM. 330,000 compounds, 0.51% hits. AID 2016, 2009;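 active means GFP response versus DMSO above a set limit, roughly screen mean plus 3 SD, cut at about 180% in these data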;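 further: median GFP fluorescence of the barcode-gated MEP2-GFP cells per well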
LAP4-GFP MLPCN = modulators of LAP4-GFP expression in yeast, primary screen, S. cerevisiae, multiplex flow cytometry, MLPCN library; AID 2023, 2009; 320,000 compounds, 0.34% hits; GFP response vs DMSO, % at 10 µM; 3 h; median GFP as percent of DMSO wells;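 active means GFP response vs DMSO above a set limit, about the screen mean plus 3 SD, cut at about 150% in these data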
proCasp3 act = activators of human procaspase-3 D3A mutant, primary screen, biochemical, absorbance, PC-3 D3A mutant, single concentration; Caspase-3 (Homo sapiens), P42574; 330,000 compounds, 0.11% hits; recombinant procaspase-3 D3A, Ac-DEVD-pNA absorbance 405 nm; activation, % at 8.5 µM;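 active means activation above the mean of all tested compounds plus 3 SD, cut at about 21% in these data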;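 further: 0% = DMSO alone and 100% = DMSO wells spiked with extra 5 µM PC-3 D3A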
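Assay system – Procaspase-3 D3A mutant, all three cleavage aspartates alanine · Controls – DMSO-only low control, 5 µM PC-3 D3A high control · Schedule – 1 h compound preincubation, 2 h substrate hydrolysis at 25 °C · Signal – 405 nm absorbance of p-nitroaniline, reads at 0 and 120 min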
ZTA counter = counter-screen for EBNA-1 inhibitors: inhibitors of Epstein-Barr virus ZTA. ZTA-DNA binding, fluorescence polarization. inhibition, % at 11 µM. 320,000 compounds, 0.15% hits. P03206; in the data active means inhibition above about 33%
proCasp7 act = procaspase-7 activators, primary screen, counter-screen for procaspase-3 activator project, biochemical, absorbance, HTS, human; activation, % at 8.5 µM; AID 463210, 2010; 330,000 compounds, 0.093% hits; recombinant procaspase-7, Ac-DEVD-pNA absorbance 405 nm; D23A/D198A/D206A triple mutant, cannot self-cleave; scale: DMSO 0, 5 µM enzyme 100; Caspase-7 (Homo sapiens), P55210;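 active means percent activation above the screen-wide mean plus 3 SD, cut at about 25% in these data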
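System: Uncleavable procaspase-7 mutant enzyme; Amount: 2 µM procaspase-7 mutant as dispensed; Schedule: 1 h compound preincubation, 2 h substrate cleavage, 25 °C; Measured by: 405 nm absorbance of p-nitroaniline; Evaluation: percent activation from buffer-corrected 0–120 min absorbance change; Control set: low DMSO alone, high DMSO plus 5 µM PC-7.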
RPL19A TOR yeast = RPL19A-GFP expression modulators in yeast, primary screen, cell-based, S. cerevisiae, multiplex flow cytometry, MLPCN. S. cerevisiae RPL19A-GFP strain, 3 h; stronger effect = lower value. 330,000 compounds, 0.3% hits. percent response vs DMSO, % at 10 µM. AID 2025, 2009;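 active means percent response vs DMSO below 50%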;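 further: median channel GFP fluorescence of the barcoded RPL19A-GFP strain; ratio of sample median GFP to plate DMSO average so 100% = DMSO; lower means less RPL19A-GFP as with rapamycin TOR inhibition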
Numbers without * were called inactive; nt = not tested or not shown.

Results follow in this order: ZTA counter	proCasp7 act	MEP2-GFP yeast	proCasp3 act	RPL19A TOR yeast	EBNA-1 inhibitor	LAP4-GFP MLPCN	AHR activator
#1 CCC(CO)NS(=O)(=O)c1cc(-c2nn(C)c(=O)c3ccccc23)ccc1C (stereo unspecified)
    6	-3	101	-7	96	6	99	1
#2 COC(=O)c1nn(-c2cccc(C(F)(F)F)c2)c(=O)cc1Sc1ccccn1
    -10	-3	101	5	100	-15	105	2
#3 O=C(CCNC(=O)c1ccccc1Cl)Nc1cc(S(=O)(=O)N2CCOCC2)ccc1N1CCOCC1
    6	4	97	-3	97	-2	94	2
#4 Cc1nc2nc(Cc3ccccc3)[nH]n2c(=O)c1Cl
    -4	-17	102	-13	102	-2	100	11
#5 CN1CCN(S(=O)(=O)c2ccc(NC(=S)NC(=O)C(C)(C)C)cc2)CC1
    -4	3	98	-4	99	2	97	-2
#6 CCOc1ccc(Oc2ccccc2NC(=O)CSCC(=O)Nc2cc(C)on2)cc1
    -17	-5	97	19	100	10	101	2
#7 COc1cccc(CNC(=O)c2cccc(NC(=O)CC3SC(N4CCCCC4)=NC3=O)c2)c1 (stereo unspecified)
    -30	3	112	12	104	nt	108	0
#8 Cc1ccc(C(=O)Nc2cccc(C(F)(F)F)c2)cc1Nc1ncnc2nc[nH]c12
    -8	1	95	4	105	0	130	84*
#9 CC(C)(C)c1ccc(C(=O)NC(=S)NNC(=O)c2cccs2)cc1
    12	2	115	0	110	2	120	74*
#10 Cc1cccc(CCN2C(N(C)C)=NC[C@@H]2C)c1
    -14	-7	99	-1	96	-9	96	3
#11 COc1ccc(C(C#N)N2CCCCCC2)cc1OC (stereo unspecified)
    -13	-7	99	1	99	3	98	2
#12 Cc1ccc(/C=C/C2=Cc3c(sc(NC(=O)CSc4n[nH]c(N)n4)c3C#N)C(C)(C)C2)o1
    7	-23	104	-17	105	49*	102	4
#13 CN(C)CCCNC(=O)CC1C[C@H](C(=O)N2CCOCC2)[C@@]2(CCC3CCCC3)c3[nH]c4ccccc4c3CCN2C1=O (stereo partly specified)
    nt	3	86	3	88	nt	85	0
#14 CN(C(=O)CSc1ncnc2scc(-c3ccccc3)c12)C1CCS(=O)(=O)C1 (stereo unspecified)
    -14	6	90	8	98	1	101	4
#15 Cc1ccc(-c2nsc(SCC(=O)NCC3CCCO3)n2)cc1 (stereo unspecified)
    5	5	100	-3	97	11	107	9
#16 CCCCOC(=O)c1cccnc1
    -2	7	100	2	97	-4	101	0
#17 COc1ccnc(N2CCN(c3ccc(Cl)cc3)CC2)c1C#N
    11	-5	96	-3	95	2	97	11
#18 Cc1ccc(-n2nc(CN3CCOCC3)c(-c3ccccc3)c2N)c(C)c1
    -22	3	112	-5	108	-6	102	3
#19 CC(=O)N1CCc2cc(S(=O)(=O)NC(C)c3ccccc3)ccc21 (stereo unspecified)
    -2	-2	100	1	100	2	81	3
#20 C#Cc1ccc([C@H]2C=C(C(=O)N3CCN(Cc4ccccc4)CC3)O[C@@H](OCC)[C@@H]2CCCO)cc1
    -14	3	nt	2	nt	-1	nt	6
#21 COc1cccc(N=C2C(=O)N3CCCc4cccc2c43)c1
    5	3	98	0	102	6	85	-1
#22 CC(=O)Nc1ccc(NS(=O)(=O)c2ccc3c(c2)NC(=O)CC(=O)N3)cc1
    -14	2	109	6	97	-6	98	4
#23 Cc1cnn(-c2cc(N/N=C/c3ccccc3F)ncn2)c1
    10	11	104	5	100	14	100	4
#24 O=C(NCC(c1ccco1)N1CCN(c2ccccc2)CC1)OCc1ccccc1 (stereo unspecified)
    2	3	100	-10	102	0	92	0
#25 O=C(COc1ccc(Cl)cc1)NCc1nnc(SCC(=O)NC2CCCCC2)o1
    -6	-6	107	-8	99	2	108	-1
#26 CCc1nn2c(=O)cc(CSCC(=O)Nc3ccccc3F)nc2s1
    5	0	102	-2	96	1	69	-2
#27 Cc1ccc2c([N+](=O)[O-])c(C)ccc2n1
    -1	-7	102	-4	99	-13	91	0
#28 CCN(CC)CCn1c(NCc2cccc(OC)c2)nc2ccccc21
    2	0	95	-2	95	0	99	7
#29 Cc1cccc(NC(=O)c2ccccc2NC(=O)Cc2ccccc2)c1C
    3	-6	94	-8	92	3	95	0
#30 Cc1cnc(CN(C)C(=O)c2ccc3oc(Cc4ccccc4)nc3c2)[nH]1
    0	-9	104	-6	107	-2	81	6
#31 COC(=O)c1c(C)oc(C)c1S(=O)(=O)NC(C)(C)C
    -3	9	90	-3	99	3	109	-1
#32 CCCCCCOc1ccc(N2C(=O)CC(NCc3ccc(S(N)(=O)=O)cc3)C2=O)cc1 (stereo unspecified)
    -6	6	102	-14	99	1	112	3
#33 Clc1ccc(-c2cnn3c(-c4ccncc4)ccnc23)cc1
    -14	1	95	-5	95	3	117	72*
#34 CC(C)OC(=O)/C(C#N)=C/c1cn(C)c2ccccc12
    -11	0	97	-8	97	-8	113	13
#35 CCOC(=O)Nc1ccc2c(c1)N(C(=O)N(CC)CC)c1ccccc1CC2
    -15	-1	96	3	106	-8	86	7
#36 CC(C)CN(C(=O)COC(=O)CSc1ccc([N+](=O)[O-])cc1)C1CCS(=O)(=O)C1 (stereo unspecified)
    3	-15	89	-12	97	5	92	-1
#37 COc1c(C)cc(C(=O)C2CCCN(Cc3c(C)n(C)n(-c4ccccc4)c3=O)C2)cc1C (stereo unspecified)
    13	-1	98	-5	97	0	101	6
#38 COc1ccc(N(C(=O)c2cnccn2)C(C(=O)NC2CCCCC2)c2ccccc2)cc1 (stereo unspecified)
    11	-2	99	4	104	-19	83	3
#39 Cc1ccnc(SCc2cc(=O)c(OC(=O)c3ccc(S(=O)(=O)N4CCCC4)cc3)co2)n1
    -6	-9	105	10	106	-17	93	15
#40 O=C(NCc1ccc2c(c1)OCO2)C1CCCN1C(=O)Nc1ccc(F)cc1 (stereo unspecified)
    -5	6	94	11	96	1	95	0
#41 COc1ccc(S(=O)(=O)N2CCCC(C(=O)NCc3ccncc3)C2)cc1 (stereo unspecified)
    -6	11	100	12	100	7	94	-6
#42 Cc1ccc(-n2nc3c(c2NC(=O)C(C)(C)C)CS(=O)(=O)C3)cc1
    -7	1	108	-9	101	7	105	-1
#43 O=C(NCc1ccncc1)c1cc(-c2ccc(Cl)cc2)oc1C(F)(F)F
    -24	7	94	1	91	-2	109	9
#44 c1ccc(-c2nn3c(Cn4nnc5ccccc54)nnc3s2)nc1
    0	-8	112	-6	114	4	109	12
#45 CCOC(=O)c1[nH]cnc1C(=O)N[C@@H](C)c1ccccc1
    5	6	95	-4	97	nt	101	6
#46 CC(C)NC(=O)N(C)C[C@H]1Oc2ccc(NC(=O)c3ccncc3)cc2C(=O)N([C@H](C)CO)C[C@@H]1C
    nt	2	103	-2	95	nt	94	0
#47 CCOC(=O)c1[nH]c2ccccc2c1NC(=O)c1nonc1C
    4	4	105	9	104	18	108	18
#48 Cc1ccc(S(=O)(=O)NC(=O)NCc2ccc3c(c2)OCO3)cc1
    -15	0	98	-7	100	-9	100	-3
#49 COc1cc(C2NC(=O)C(C#N)=C(S)N2c2ccccc2)ccc1OC(C)C (stereo unspecified)
    7	0	105	-8	98	-11	98	2
#50 O=C(Nc1ccc(-c2nc3ccccc3[nH]2)cc1)c1cccc(N2C(=O)CCC2=O)c1
    -9	-6	102	-10	101	6	100	7
#51 COC(=O)CSc1nnc(Cc2ccccc2)n1-c1ccc(C)cc1
    -8	0	97	1	100	-1	101	3
#52 CCOCCCn1c(C)nc2c(c1=O)c1nc3ccccc3nc1n2-c1ccc(C)cc1
    4	-7	98	-3	100	-7	98	-1
#53 CCCOC(=O)C1C2C=CC(C3CC23)C1C(=O)OCC(=O)c1ccccc1 (stereo unspecified)
    3	-3	113	-5	99	-1	90	-4
#54 CC1CCc2c(sc3nc(CSc4n[nH]c(N)n4)[nH]c(=O)c23)C1 (stereo unspecified)
    -9	-1	nt	7	nt	-8	nt	32
#55 Cn1ccnc1SCCNC(=O)CCc1nnc(CCCCc2ccccc2)o1
    -4	-2	100	-6	101	-7	103	2
#56 COc1ccc(CCNC(=O)CSc2nncs2)cc1
    -2	1	101	-1	99	-7	87	-3
#57 COC(=O)c1ccc(NC(=O)CCN2CCN(Cc3ccccc3)CC2)cc1
    -1	3	104	-3	98	-4	109	0
#58 O=C(COCc1ccccc1)N[C@@H](Cc1ccc(O)cc1)C(=O)O
    1	-3	nt	7	nt	-14	nt	5
#59 O=C(Cc1ccc(Cl)cc1)OCC(=O)N1CCCCCC1
    nt	-1	90	1	99	nt	97	1
#60 COc1ccccc1C(=O)NNC(=O)C1CCCO1 (stereo unspecified)
    -4	3	104	1	103	0	100	19

An excerpt from above in order of their number in LAP4-GFP MLPCN, falling:
nr | SMILES | LAP4-GFP MLPCN
9 | CC(C)(C)c1ccc(C(=O)NC(=S)NNC(=O)c2cccs2)cc1 | 120
15 | Cc1ccc(-c2nsc(SCC(=O)NCC3CCCO3)n2)cc1 (stereo unspecified) | 107
27 | Cc1ccc2c([N+](=O)[O-])c(C)ccc2n1 | 91
26 | CCc1nn2c(=O)cc(CSCC(=O)Nc3ccccc3F)nc2s1 | 69

Additional records follow:
Results follow in this order: ZTA counter	proCasp7 act	MEP2-GFP yeast	proCasp3 act	RPL19A TOR yeast	EBNA-1 inhibitor	LAP4-GFP MLPCN	AHR activator
#61 Cc1ccccc1NC(=S)N/N=C/C(C)c1ccccc1 (stereo unspecified)
    8	2	90	-1	97	2	110	12
#62 CSc1ccc(/C=C(/NC(=O)c2ccc(C)cc2)C(=O)Nc2cccc(C)c2)cc1
    15	1	104	3	101	-3	93	2
#63 COc1cccc(C(=O)CSc2nc3cccnc3n2C)c1
    6	-2	101	-9	95	4	107	15
#64 COc1cccc(C(=O)NCC(=O)OCC(=O)Nc2ncc(Cl)cc2Cl)c1
    13	12	105	5	105	0	102	2
#65 CC(C)(O)c1cc2ccc(C#CCCN3C(=O)c4ccccc4C3=O)cc2c(=O)o1
    nt	0	100	9	114	nt	91	-5
#66 CC(NC(=O)c1ccccc1)C(=O)NNC(=O)c1ccccc1Cl (stereo unspecified)
    -2	3	100	7	98	nt	96	2
#67 Cc1nn(C)c(C)c1CNC(=O)Nc1cccc(Cl)c1C
    -10	4	98	-1	102	-4	102	5
#68 CCn1c(=O)ccc2cc([N+](=O)[O-])ccc21
    -9	-5	83	1	98	-19	90	-2
#69 Cc1cc(C)c(S(=O)(=O)N2CCCCC2)c(C)c1N(C)S(=O)(=O)c1ccc(Cl)cc1
    -10	5	104	-1	103	-1	97	2
#70 COc1ccc(CCNC(=O)CSc2ccccc2)cc1OC
    -13	17	97	3	101	-6	90	0
#71 C=CCn1c(=O)c2ccccc2n2c(SCC(=O)NCc3cccs3)nnc12
    2	1	98	-1	96	-5	93	0
#72 O=C(CCOc1ccccc1)Nc1ccccc1
    10	10	101	-2	97	7	105	-2
#73 O=C(c1ccc(Cl)cc1Cl)N1CCN(c2ccccn2)CC1
    -8	6	103	6	102	-5	88	7
#74 CCc1nc(C)cn1S(=O)(=O)c1cc(C)c(OC)cc1C
    12	4	107	4	104	-2	104	-3
#75 O=C(COc1ccccc1)Nc1c(Cl)ccc2nsnc12
    -12	0	100	-4	97	-2	96	5
#76 O=C(Cc1cccs1)Nc1nnc(-c2ccc(F)cc2)s1
    -9	-5	126	1	103	3	112	-2
